Source: PubChem
Tb PFK inh = blocks T. brucei phosphofructokinase; T. brucei PFK, ADP-Glo luminescence; Potency, µM (top dose mostly 57.5 µM), without a hit: at the highest dose activity, negative = inhibition, hits mostly inhibitors; 0.17% of 330,000 active; AID 485367;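 also: potency is read from the fitted curve at half-maximal effect; 0% = uninhibited 1x PFK enzyme wells and -100% = no-enzyme wells; nearly all actives have a fitted effect of over 60% in size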
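1.25 nM PFK with 0.5 mM F6P and 0.1 mM ATP in 0.1 M TEA pH 8.0, 5 mM MgCl2, incubated 45 min at room temperature; ADP measured by ADP-Glo luminescence; compounds titrated up to 57 uM.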
TSG101-PTAP inh = blocks PTAP/TSG101 interaction to inhibit HIV-1 budding | Fluorescence polarization, FITC-PTAP peptide / Tsg101 binding | AID 493005 | Potency, µM (highest dose often 115 µM), inactives show at the highest dose activity change, negative = inhibition, hits mostly inhibitors | 340,000 tested, under 10 active; active = well fitted inhibition curve with a large enough effect in the main read-out, with a control signal flat, not every such curve was filed as active; inconclusive = small, poorly fitted or top-dose-only effect, or effect the other way, or a change in a side signal; inactive = no such curve, though single readings can be large or run the other way; also: potency is read from the fitted curve at half-maximal effect; % of control where 0% means no effect
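Steps: Tsg101 binding domain dispensed (10 uM final), compounds pinned in DMSO, FITC-labeled PTAP-motif peptide added (50 nM final); after 20 min binding at room temperature, polarization measured.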
Menin MLL FP TR = displaces Texas Red mutant MLL peptide from human menin. O00255. Menin + Texas Red MLL mutant peptide, fluorescence polarization. Potency, µM (doses to about 61.6 µM), inactives show top-dose FP activity change, negative = inhibition, most hits filed as inhibitors. 0.23% of 270,000 active. AID 1768; active = well fitted inhibition curve with a large enough effect in the polarisation, with a control signal flat, not every such curve was filed as active; inconclusive = small, poorly fitted or top-dose-only effect, or effect the other way, or a change in a side signal; inactive = no such curve, though single readings can be large or run the other way; the % refers to the polarisation; also: potency is read from the fitted curve at half-maximal effect; % of control where 0% means no effect; many of its hits are not listed in these tables
Target sequence (O00255 whole entry, looked up): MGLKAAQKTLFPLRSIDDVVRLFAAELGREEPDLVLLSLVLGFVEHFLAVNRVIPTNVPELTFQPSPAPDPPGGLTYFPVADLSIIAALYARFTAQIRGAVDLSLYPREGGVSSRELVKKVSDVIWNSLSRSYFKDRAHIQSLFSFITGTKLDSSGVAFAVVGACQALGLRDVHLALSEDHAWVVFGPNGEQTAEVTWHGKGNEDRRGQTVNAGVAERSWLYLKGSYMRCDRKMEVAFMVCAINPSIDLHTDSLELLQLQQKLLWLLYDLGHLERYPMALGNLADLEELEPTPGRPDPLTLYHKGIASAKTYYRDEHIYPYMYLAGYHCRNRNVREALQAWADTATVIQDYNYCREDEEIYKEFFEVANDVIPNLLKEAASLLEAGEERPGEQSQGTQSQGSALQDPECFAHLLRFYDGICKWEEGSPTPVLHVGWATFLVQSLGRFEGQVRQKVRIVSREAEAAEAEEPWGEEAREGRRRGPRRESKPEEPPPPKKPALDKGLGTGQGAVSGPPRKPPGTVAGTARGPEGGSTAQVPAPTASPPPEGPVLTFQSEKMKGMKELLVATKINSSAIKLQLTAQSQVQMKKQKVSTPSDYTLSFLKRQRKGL
a7 integrin act = activators of alpha7 integrin expression for muscular dystrophy. alpha7betagal myoblasts, beta-gal FDG fluorescence, 48 h. Potency, µM (top dose mostly 38.3 µM), for inactives: top-dose activation, hits mostly activators. 0.064% of 350,000 active;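 also: potency is read from the fitted curve at half-maximal effect; 100% = response of the positive control SU9516; nearly all actives have a fitted effect of over 60% in size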
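alpha7betagal+/- myoblasts (passage 13, 250/well) treated 48 h at 37C with compounds at 1:260 dilution of DMSO stock. Lysed, then beta-galactosidase activity read as FDG fluorescence (ex 480/em 540) after 30 min, with pre-read for autofluorescence.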
GALK inhibitor = blocks human galactokinase activity | AID 1868 | 0.007% of 270,000 active | Potency, µM (doses to about 57.5 µM), for the others: top-dose activity change, negative = inhibition, actives largely listed as inhibitors | Purified GALK, Kinase-Glo residual ATP luminescence; also: potency is read from the fitted curve at half-maximal effect; % is scaled to controls: 0 for no effect and ±100 for the full control effect
Target sequence (P51570 whole entry, looked up): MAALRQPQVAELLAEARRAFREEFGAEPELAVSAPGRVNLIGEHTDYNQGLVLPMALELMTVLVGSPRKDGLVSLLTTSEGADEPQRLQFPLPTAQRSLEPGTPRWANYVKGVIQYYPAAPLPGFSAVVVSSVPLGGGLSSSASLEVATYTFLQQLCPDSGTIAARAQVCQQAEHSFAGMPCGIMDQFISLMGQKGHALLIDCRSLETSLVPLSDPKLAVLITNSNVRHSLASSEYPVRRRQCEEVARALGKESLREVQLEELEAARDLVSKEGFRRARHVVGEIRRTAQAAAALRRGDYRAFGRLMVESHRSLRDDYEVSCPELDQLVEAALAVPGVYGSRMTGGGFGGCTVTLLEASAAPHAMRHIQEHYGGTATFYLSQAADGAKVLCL
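GALK at 5 nM final was combined with compound, 35 uM ATP and 100 uM galactose in HEPES pH8.0 with MgCl2 and DTT. The reaction ran one hour at room temperature before luminescent ATP detection.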
B2AR arrestin = beta2AR (human) beta-arrestin recruitment activity. Potency, µM (highest dose often 46.1 µM), for inactives: top-dose activation, most hits filed as activators. 0.02% of 330,000 active. beta-arrestin recruitment to beta2AR, cell-based reporter. P07550. AID 492947;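 also: potency is read from the fitted curve at half-maximal effect; 0% = DMSO controls and full agonism = EC100 isoproterenol or metaproterenol; nearly all actives have a fitted effect of over 65% in size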
Chronic BCR inh = inhibitors of chronic active B-cell receptor signaling. 0.05% of 340,000 active. ABC-DLBCL IkBa-CBG/CBR reporter, luminescence ratio, 4 h. Potency, µM (highest dose often 46.1 µM), without a hit: at the highest dose ratio change, negative = lower green/red ratio, most hits filed as inhibitors; active = well fitted inhibition curve with a large enough effect in the signal ratio, with a control signal flat, not every such curve was filed as active; inconclusive = small, poorly fitted or top-dose-only effect, or effect the other way, or a change in a side signal; the % refers to the signal ratio;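 also: potency is read from the fitted curve at half-maximal effect; plate controls were basal doxycycline-induced cells for no effect and cells given 10 µM MG132 for full effect; MG132 reads +100%, hits lower the ratio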
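Cell line TMD8 (human ABC DLBCL), stably expressing tet-inducible CBG68-IkBa fusion and CBR; IMDM/0.5% FBS; cpd up to 46 uM; dox induction, 4 h, 37C/5% CO2; dual luminescence; green/red ratio; MG132 control.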
FBPA coupling cs = counter-screen for Giardia aldolase inhibitors: coupling enzyme system; coupling enzyme system counterscreen, AmpLite Red fluorescence; activity change, negative = inhibition, % at 58.2 µM, hits read low; 0.67% of 290,000 active; in the data active = activity change below about -30%; also: % is scaled to controls: 0 for no effect and ±100 for the full control effect
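Final compound at 57.5 uM, incubated 10 min at RT with coupling enzyme reagent (glyceraldehyde-3-phosphate), then 20 min with substrate and AmpLite Red detection. Fluorescence read at 525/598 nm; tests interference with the coupling assay, not aldolase inhibition.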
Giardia kill = kills Giardia lamblia | Giardia lamblia trophozoite viability | activity change, % at 7.66 µM, hits read low | 0.15% of 340,000 active; in the data active = activity change below about -80%; inconclusive = between about -30% and that limit;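 also: parasites exposed to compound for two days anaerobically before the ATP read; % is scaled to controls: 0 for no effect and ±100 for the full control effect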
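Media and compound were dispensed first, then trophozoites at 100 cells/well; plates sat 48 hrs at 37 deg C without oxygen before ATP luminescence reagent was added and read after 15-30 min at room temperature.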
PKM2 activator = activators of human pyruvate kinase M2 | P14618 | purified PKM2, Kinase-Glo ATP luminescence, activation; response scale: 0% is enzyme alone, no compound | Potency, µM (top dose mostly 57.5 µM), for the others: at the highest dose activation, most hits filed as activators | 0.34% of 260,000 active; also: potency is read from the fitted curve at half-maximal effect; % is scaled to controls: 0 for no effect and ±100 for the full control effect; nearly all actives have a fitted effect of over 55% in size
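hPK-M2, >95% pure; 0.1 mM ADP / 0.5 mM PEP final; imidazole pH7.2 buffer w/ 7 mM MgCl2, 50 mM KCl; 1 h RT; Kinase-Glo lum. Intermediate enzyme activity for dual inhibitor/activator qHTS.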
ASM inhibitor = human S-ASM enzyme inhibition | P17405 | placental ASM, HMU-PC fluorogenic substrate, 60 min | Potency, µM (titrated, usually from 57.5 µM), without a hit: top-dose activity change, negative = inhibition, most hits filed as inhibitors | 0.006% of 340,000 active; also: potency is read from the fitted curve at half-maximal effect
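qHTS format. ASM enzyme prepared from human placenta hydrolyses the fluorogenic substrate HMU-PC0 (9 uM final) over 60 min at 37 °C after a 10 min compound preincubation.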
* marks the source's active call; other numbers are inactive results; & = joins results of further samples; [ ] = remark or other dose. Unless noted, calls follow the shape of the dose curve; as a rule, active = well fitted curve in the direction sought with a large enough effect; inconclusive = small, poorly fitted or top-dose-only effect, or another doubt; inactive = no such curve, though single readings can be large; an effect the other way counts as inactive or inconclusive. An excerpt (hit frequency here may not be typical).

`Cc1c(Cl)ccc2c(C(=O)O)cc(-c3ccccc3)nc12` gave Tb PFK inh -2%, TSG101-PTAP inh -9%, a7 integrin act 4%, GALK inhibitor 1%, B2AR arrestin -0.9%, Chronic BCR inh 5%, FBPA coupling cs -6, Giardia kill -11, PKM2 activator -7% and ASM inhibitor 22%.
O=S(=O)(Nc1ccc(Cl)cn1)c1ccc2c(c1)OCCO2 was read as Tb PFK inh -3%, TSG101-PTAP inh -3%, a7 integrin act 13%, B2AR arrestin -0.8%, Chronic BCR inh 3%, Giardia kill 1 and ASM inhibitor -1%.
`COC(=O)c1ccc(N2NC(=O)/C(=C/c3cc(OC)c(OC)c(OC)c3)C2=O)cc1` gave Tb PFK inh inconclusive, TSG101-PTAP inh -6%, Menin MLL FP TR inconclusive, a7 integrin act -9%, GALK inhibitor 2%, B2AR arrestin 0.5%, Chronic BCR inh -4%, FBPA coupling cs 7, Giardia kill 6 and ASM inhibitor -7%.
`CCC(C)(C)NC(=O)CN(C(=O)CCC(=O)Nc1nccs1)c1cccc(C)c1C` gave Tb PFK inh 1%, TSG101-PTAP inh 0%, Menin MLL FP TR -29%, a7 integrin act 21%, GALK inhibitor 1%, B2AR arrestin -0.3%, Chronic BCR inh 0%, FBPA coupling cs 0, Giardia kill 20, PKM2 activator 1%[11.5 µM] and ASM inhibitor 4%.
COc1ccc2c(Cl)c(C(=O)NCC3CCCO3)sc2c1Cl (centres undefined) was read as Tb PFK inh 0%, Menin MLL FP TR 1%, GALK inhibitor 2%, B2AR arrestin -0.7%, Chronic BCR inh inconclusive, FBPA coupling cs -1 and PKM2 activator 5%.
`Cc1ccc(C)c2sc(NC(=O)c3nc4ccccc4s3)nc12` gave Tb PFK inh -4%, TSG101-PTAP inh 1%, Menin MLL FP TR -1%, a7 integrin act -6%, B2AR arrestin -1.3%, Chronic BCR inh inconclusive, FBPA coupling cs 2, Giardia kill -18, PKM2 activator 1% and ASM inhibitor 16%.
`CCOC(=O)C1C(=O)CC(C)(O)C(C(=O)OCC)C1c1ccccc1OC` (centres undefined) gave Tb PFK inh -1%, TSG101-PTAP inh -1%, Menin MLL FP TR -13%, a7 integrin act 21%, GALK inhibitor 0%, B2AR arrestin 0.1%, Chronic BCR inh 11%, FBPA coupling cs -1, Giardia kill 1, PKM2 activator -5% and ASM inhibitor -4%.
Screening Cc1ccc(Cl)cc1N1CCN(S(=O)(=O)c2c(C(=O)N3CCOCC3)c(C)n(C)c2C)CC1 returned Tb PFK inh -1%, TSG101-PTAP inh -4%, Menin MLL FP TR -22%, a7 integrin act -36%, GALK inhibitor 8%, B2AR arrestin -0.1%, Chronic BCR inh -5%, FBPA coupling cs -3, Giardia kill -3 and ASM inhibitor -17%.
CCCN1CC(O)=C(C#N)C1=O was read as Tb PFK inh 5%, TSG101-PTAP inh 0%, Menin MLL FP TR 0%, a7 integrin act 8%, GALK inhibitor 1%, B2AR arrestin -0.4%, Chronic BCR inh -18%, FBPA coupling cs -1, Giardia kill -4, PKM2 activator 2% and ASM inhibitor 3%.
For C=CC[C@@H](Cc1ccc(F)cc1)C(=O)OC[C@H]1CCCN1C(=O)[C@@H](CC=C)CC(=O)N(CCO)Cc1ccccc1 the results were Tb PFK inh -19%, TSG101-PTAP inh -6%, a7 integrin act -21%, B2AR arrestin 7.3%, Chronic BCR inh inconclusive, Giardia kill -20 and ASM inhibitor 4%.
Screening COc1cccc(CN(C)CC(=O)Nc2cccc3ccccc23)c1 returned Tb PFK inh -7%, TSG101-PTAP inh -6%, Menin MLL FP TR -16%, a7 integrin act 9%, GALK inhibitor 5%, B2AR arrestin 0.1%, Chronic BCR inh 0%, FBPA coupling cs -2, Giardia kill -12, PKM2 activator -9% and ASM inhibitor 0%.
`Cc1cc(C)c2nc(N3CCC(C(=O)NCc4cccnc4)CC3)sc2c1` gave Tb PFK inh -5%, TSG101-PTAP inh -7%, Menin MLL FP TR 67%[activator], a7 integrin act 1%, GALK inhibitor 0%, B2AR arrestin -1.1%, Chronic BCR inh -1%, FBPA coupling cs 1, Giardia kill 15, PKM2 activator -1% and ASM inhibitor -9%.
Screening Cc1ccc(S(=O)(=O)N(CC(=O)N/N=C/c2ccccc2C(=O)O)c2cc(Cl)cc(Cl)c2)cc1 returned Tb PFK inh 1%, TSG101-PTAP inh -8%, Menin MLL FP TR inconclusive, a7 integrin act 0%, GALK inhibitor -3%, B2AR arrestin 0.0%, Chronic BCR inh 6%, FBPA coupling cs 19, Giardia kill 17, PKM2 activator 0% and ASM inhibitor 8%.
Cc1cc(N2CCCCC2)nc(SCC(=O)c2ccccc2)n1 was read as Tb PFK inh -2%, TSG101-PTAP inh 0%, Menin MLL FP TR inconclusive, a7 integrin act 6%, GALK inhibitor -1%, B2AR arrestin 0.4%, Chronic BCR inh inconclusive, FBPA coupling cs 1, Giardia kill 2, PKM2 activator -1% and ASM inhibitor 2%.
`CN(C)S(=O)(=O)c1cccc(NC(=O)COC(=O)CCC(=O)c2cccs2)c1` gave Tb PFK inh -1%, TSG101-PTAP inh -5%, Menin MLL FP TR -2%, a7 integrin act inconclusive, GALK inhibitor 8%, B2AR arrestin 0.1%, Chronic BCR inh -4%, FBPA coupling cs 0, Giardia kill -11, PKM2 activator 1% and ASM inhibitor 3%.
`Cc1nonc1OCCNc1ccc([N+](=O)[O-])cc1[N+](=O)[O-]` gave Tb PFK inh -3%, TSG101-PTAP inh 0%, Menin MLL FP TR 22%, a7 integrin act 19%, GALK inhibitor 2%, B2AR arrestin -0.3%, Chronic BCR inh -6%, FBPA coupling cs 0, Giardia kill -3, PKM2 activator 12% and ASM inhibitor -22%.
For C[C@H](NC(=O)c1nc[nH]c1C(=O)NC1CCNCC1)C(=O)OC(C)(C)C the results were Tb PFK inh 2%, TSG101-PTAP inh -4%, a7 integrin act -21%, B2AR arrestin -0.7%, Chronic BCR inh -4%, Giardia kill 0 and ASM inhibitor 5%.
`Cc1ccc(-n2c(=O)c3sccc3n(Cc3cc(=O)n4ccccc4n3)c2=O)cc1` gave Tb PFK inh 0%, TSG101-PTAP inh -2%, Menin MLL FP TR -20%, a7 integrin act 29%, GALK inhibitor -3%, B2AR arrestin -0.2%, Chronic BCR inh 4%, FBPA coupling cs -1, Giardia kill 39[activator], PKM2 activator -2% and ASM inhibitor 9%.
`O=C(O)c1ccc(/C=N/NC(=O)c2ccc(Br)cc2)cc1` gave Tb PFK inh -3%, TSG101-PTAP inh -3%, Menin MLL FP TR 14%, a7 integrin act 5%, GALK inhibitor 0%, B2AR arrestin -0.1%, Chronic BCR inh inconclusive, FBPA coupling cs 7, Giardia kill 4, PKM2 activator 0% and ASM inhibitor 3%.
Screening O=C(Nc1ccccc1F)c1ccncc1 returned Tb PFK inh -5%, TSG101-PTAP inh -4%, Menin MLL FP TR -16%, a7 integrin act 20%, GALK inhibitor -3%, B2AR arrestin 0.2%, Chronic BCR inh inconclusive, FBPA coupling cs 0, Giardia kill 0, PKM2 activator -4% and ASM inhibitor 3%.
Cc1sc2nc(SCC(=O)NCCO)n(-c3ccccc3)c(=O)c2c1C was read as Tb PFK inh 0%, TSG101-PTAP inh 0%, Menin MLL FP TR 5%, a7 integrin act -3%, GALK inhibitor 9%, B2AR arrestin 0.4%, Chronic BCR inh -3%, FBPA coupling cs 1, Giardia kill 7, PKM2 activator -7% and ASM inhibitor -1%.
Screening COc1ccccc1CCNC(=O)CNC(=O)c1ccc2ccccc2c1 returned Tb PFK inh 1%, TSG101-PTAP inh -3%, Menin MLL FP TR -3%, a7 integrin act 40%, GALK inhibitor 4%, B2AR arrestin -0.1%, Chronic BCR inh inconclusive, FBPA coupling cs 2, Giardia kill -8&-13, PKM2 activator 3% and ASM inhibitor 1%.
For CC(C)C1=NN2C(=N)CC(=O)N=C2S1 the results were Tb PFK inh -2%, TSG101-PTAP inh 0%, Menin MLL FP TR -5%, a7 integrin act 14%, GALK inhibitor 5%, B2AR arrestin 0.4%, Chronic BCR inh inconclusive, FBPA coupling cs -2, Giardia kill -11, PKM2 activator -3% and ASM inhibitor -2%.
